GSTO1 counter: blocks human GSTO1 in RBBP9 counter-screen | P78417 | recombinant GSTO1, activity-based probe fluorescence polarization | inhibition, % at 5.96 µM | actives 1.1% (n = 300,000) | AID 1974;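 active = inhibition above the campaign mean inhibition plus 3 SD, cut at about 35% in these data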;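 note: 0% = GSTO1-1 with DMSO and 100% = wells lacking GSTO1-1 enzyme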
Target sequence (P78417 whole entry, looked up): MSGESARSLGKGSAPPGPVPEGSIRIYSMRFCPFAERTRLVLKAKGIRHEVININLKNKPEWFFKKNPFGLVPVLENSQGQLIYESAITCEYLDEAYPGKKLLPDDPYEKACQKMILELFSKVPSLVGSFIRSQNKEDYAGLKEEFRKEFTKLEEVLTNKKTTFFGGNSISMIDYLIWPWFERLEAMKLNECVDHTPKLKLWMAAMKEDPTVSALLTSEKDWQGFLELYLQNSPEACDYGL
PAFAH2 FP inh: inhibitors of human PAFAH2; Q99487; recombinant PAFAH2, FP-rhodamine activity probe, fluorescence polarization; inhibition, % at 3.39 µM; actives 0.99% (n = 340,000); AID 492956;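 active = inhibition above the mean over all tested compounds plus 3 SD, cut at about 30% in these data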;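 note: inhibitors block probe labeling of enzyme so polarization drops; 0% = enzyme with DMSO and 100% = wells lacking PAFAH2 protein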
pPAFAH FP inh: inhibitors of human plasma PAF acetylhydrolase (pPAFAH) | Q13093 | recombinant pPAFAH, FP-rhodamine probe fluorescence polarization | inhibition, % at 3.39 µM | actives 1.5% (n = 330,000);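 active = inhibition above the mean inhibition across the screen plus 3 SD, cut at about 25% in these data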;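 note: inhibitors block binding of the rhodamine activity-based probe so polarization drops; 0% = enzyme with DMSO and 100% = wells lacking pPAFAH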
PME-1 inh: blocks human protein phosphatase methylesterase 1 | recombinant PME-1, FP-Rh probe fluorescence polarization | actives 0.53% (n = 320,000) | inhibition, % at 5.9 µM | Q9Y570;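 active = inhibition above the campaign mean of all compounds plus 3 SD, cut at about 26% in these data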;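 note: competitive labeling of PME-1 active site by serine hydrolase directed probe; 0% = PME-1 with DMSO and 100% = wells lacking PME-1 enzyme; inhibitors block probe labeling so polarization falls and inhibition rises; many of its hits are not listed in these tables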
PAFAH1B3 inh: blocks human PAF acetylhydrolase 1B catalytic subunit 3; recombinant PAFAH1B3, FP-rhodamine probe, fluorescence polarization; inhibition, % at 3.39 µM; AID 492972; actives 0.28% (n = 340,000);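 active = inhibition above the screen-wide average of all tested compounds plus 3 SD, cut at about 25% in these data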;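 note: 0% = enzyme with DMSO only and 100% = wells lacking PAFAH1B3 protein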
PAFAH1B2 FP inh: blocks human PAF acetylhydrolase 1b catalytic subunit 2. P68402. recombinant PAFAH1B2, FP-rhodamine activity probe, fluorescence polarization. inhibition, % at 3.39 µM. actives 1.2% (n = 340,000). AID 492953;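 active = inhibition above the mean of all tested compounds plus 3 SD, cut at about 24% in these data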;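 note: 0% = enzyme with DMSO and 100% = wells lacking PAFAH1B2; many of its hits are not listed in these tables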
Fam108B counter: counter-screen for RBBP9 inhibitors: inhibitors of mouse Fam108B | AID 1947 | recombinant Fam108B, FP-Rh probe fluorescence polarization | actives 0.33% (n = 300,000) | inhibition, % at 9.51 µM;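 active = inhibition above the screen mean inhibition plus 3 SD, computed separately per campaign, cut at about 18% in these data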;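 note: inhibitors lower polarization as less probe binds the enzyme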
LYPLA1 counter: LYPLA1 (human) inhibition in PME1 counter-screen | AID 2174 | actives 0.16% (n = 320,000) | recombinant LYPLA1, FP-Rh probe fluorescence polarization | inhibition, % at 5.9 µM | O75608;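 active = inhibition above the mean of all tested compounds plus 3 SD, set per campaign, cut at about 14% in these data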;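 note: inhibitors block serine hydrolase probe labeling of LYPLA1 so polarization falls; 0% = enzyme with DMSO and 100% = wells lacking LYPLA1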
PAD4 FP inh: blocks human protein arginine deiminase 4; Q9UM07; recombinant PAD4, RCA probe fluorescence polarization; inhibition, % at 6.36 µM; actives 0.41% (n = 330,000); AID 485272;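 active = percent inhibition above a cutoff equal to the mean of all tested compounds plus 3 SD, cut at about 15% in these data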;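 note: 0% = PAD4 with RCA probe and DMSO and 100% = probe without PAD4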
Target sequence (Q9UM07 whole entry, looked up): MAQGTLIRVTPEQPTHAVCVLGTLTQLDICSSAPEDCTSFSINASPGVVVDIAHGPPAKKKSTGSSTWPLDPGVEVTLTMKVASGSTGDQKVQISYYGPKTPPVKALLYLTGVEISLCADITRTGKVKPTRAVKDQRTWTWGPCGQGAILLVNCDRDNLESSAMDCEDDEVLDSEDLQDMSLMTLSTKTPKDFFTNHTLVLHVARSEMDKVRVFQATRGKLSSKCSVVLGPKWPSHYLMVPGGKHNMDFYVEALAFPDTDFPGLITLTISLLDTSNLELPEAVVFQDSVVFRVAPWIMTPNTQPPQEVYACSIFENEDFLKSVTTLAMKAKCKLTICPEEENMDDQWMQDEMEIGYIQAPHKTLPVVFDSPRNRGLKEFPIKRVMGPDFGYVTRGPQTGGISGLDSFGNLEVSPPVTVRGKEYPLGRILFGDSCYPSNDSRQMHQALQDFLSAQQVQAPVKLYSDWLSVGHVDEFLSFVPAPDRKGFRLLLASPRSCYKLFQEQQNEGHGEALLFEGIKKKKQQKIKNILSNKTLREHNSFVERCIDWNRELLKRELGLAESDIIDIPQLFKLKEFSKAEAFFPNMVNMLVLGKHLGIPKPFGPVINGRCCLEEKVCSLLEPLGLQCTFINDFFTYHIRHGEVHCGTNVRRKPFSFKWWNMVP
Starred values were filed as active, the others as inactive; · = not tested or not shown. Some of the compounds tested; count on the stated rates, not on these rows.

No. | Compound | GSTO1 counter | PAFAH2 FP inh | pPAFAH FP inh | PME-1 inh | PAFAH1B3 inh
1 | COC(=O)/C(=C/c1ccc2c(c1)c1ccccc1n2C)NC(=O)c1ccccc1 | -5 | -13 | 12 | 5 | -3
2 | COc1cccc(NC(=O)CCC2CCN(C(=O)Cc3cccc(F)c3)CC2)c1 | 4 | -5 | 11 | 0 | 4
3 | Cn1ncc2c(Nc3cccc(Cl)c3)nc(Nc3cccc(Cl)c3)nc21 | -32 | -27 | -16 | -34 | -1
4 | CCN(CC)C(=O)[C@H]1C[C@H](CC(=O)NC/C=C(\C)CCC=C(C)C)C(=O)N2CCc3c([nH]c4cc(CCC(=O)N(C)C)ccc34)[C@]12C | · | -3 | 63* | · | 6
5 | Cc1[nH]c2ccccc2c1C(=O)CSC(=S)N1CCN(C)CC1 | -3 | -10 | -3 | 0 | 5
6 | COc1ccc(CCNC(=O)c2ccc3c(c2)SC2=NS(=O)(=O)CCN23)cc1 | 3 | 2 | 4 | -5 | 6
7 | CCOC(=O)C1CCCN(c2c(NCCN3CCCCC3C)c(=O)c2=O)C1 (stereo not drawn) | 4 | 9 | 5 | 5 | 4
8 | Cc1cc(SCC(=O)c2ccccc2)nc(C)n1 | 7 | -6 | 4 | 4 | 1
9 | COc1cccc(NC(=O)CN(C)C(=O)/C=C/c2ccc3ccccc3n2)c1 | -16 | 4 | -2 | -9 | 0
10 | Cc1cc(C)nc(SC(C)C(=O)O)n1 (stereo not drawn) | -3 | 4 | 2 | -1 | 2
11 | COc1ccc(NS(=O)(=O)c2ccc(C(=O)N3CCCCCC3)cc2)cc1 | · | -2 | 22 | · | 5
12 | CNC(=O)NC(=O)CSc1nc2cc(C(=O)OC)ccc2c(=O)n1-c1ccccc1 | 2 | 2 | 3 | 2 | 4
13 | O=c1c(/C=N/O)c(Nc2ccccc2)nc2ccccn12 | -4 | 0 | 2 | 4 | 16
14 | C/C(=C/C(=O)N1CCN(C)CC1)C(=O)O | 1 | 0 | -5 | -3 | 6
15 | CCC(C(=O)OCC(=O)N1CCN(S(=O)(=O)c2ccc(C)cc2C)CC1)c1ccccc1 (stereo not drawn) | · | 8 | 4 | 5 | 4

No. | PAFAH1B2 FP inh | Fam108B counter | LYPLA1 counter | PAD4 FP inh
1 | 2 | -6 | -8 | -2
2 | 1 | 2 | -2 | 0
3 | -6 | -34 | -37 | -2
4 | 2 | · | · | -2
5 | 3 | 6 | -1 | -2
6 | 5 | 4 | 0 | -2
7 | 0 | 0 | 3 | 3
8 | -4 | 0 | -4 | 2
9 | 1 | -6 | -5 | -3
10 | -5 | -1 | -3 | 3
11 | 5 | · | · | -5
12 | 3 | -2 | -2 | -4
13 | 2 | -2 | -1 | 0
14 | -3 | -2 | -3 | 2
15 | 2 | · | 2 | 5

(cont.)
No. | Compound | GSTO1 counter | PAFAH2 FP inh | pPAFAH FP inh | PME-1 inh | PAFAH1B3 inh
16 | CCOc1ccc(CC(=O)N2CCN=C2SC)cc1 | 4 | 0 | 0 | -1 | 5
17 | FC(F)(F)c1cccc(-c2nn[nH]n2)c1 | 2 | 2 | -2 | 1 | 8
18 | O=C(Nc1cc(Cl)cc(Cl)c1)c1cnn2cccnc12 | -2 | -7 | 9 | -7 | 0
19 | Cc1cc(C)nc(NS(=O)(=O)c2ccc(NC(=O)c3ccc4c(c3)OCO4)cc2)n1 | 2 | 5 | 0 | -1 | 0
20 | CC(=O)Nc1nonc1-c1ccccc1 | 1 | -6 | 0 | -3 | 0
21 | Cc1c(O)nc(SC2CC(=O)N(c3ccccc3)C2=O)[nH]c1=O (stereo not drawn) | 5 | 6 | -4 | 5 | 3
22 | COCCCNC(=S)Nc1ccc(C)cc1 | 3 | -2 | -2 | -5 | -7
23 | Cc1ccc(-n2c(=O)c3sccc3n(CC(=O)N3CCCC3)c2=O)cc1 | -8 | 1 | -1 | 4 | 3
24 | CCOC(=O)C1=C(C)NC2=C(C(=O)CC(c3cccs3)C2)C1c1cccs1 (stereo not drawn) | -1 | 1 | -2 | 12 | 1
25 | NC(=O)c1c(NC(NC(=O)c2ccco2)C(=O)c2ccc(Cl)cc2)sc2c1CCCC2 (stereo not drawn) | 11 | 12 | 10 | 12 | 4
26 | Cn1cc(Br)c(C(=O)NNC(=O)c2ccc(Br)cc2)n1 | -5 | -1 | 2 | 3 | 3
27 | CN1C(=O)N(C)C2(c3ccccc3)Nn3c(s/c(=C/c4ccccc4F)c3=O)=NC12c1ccccc1 (stereo not drawn) | -2 | · | 2 | 1 | ·
28 | NC(=O)C1=C[C@@H](c2ccc(C(F)(F)F)cc2)C[C@@H](OCCCCO)O1 | 6 | 1 | 1 | -5 | 0
29 | O=C(Nc1nnc(-c2ccccc2F)s1)C1CCN(S(=O)(=O)c2ccc(Cl)cc2)CC1 | 0 | -6 | 3 | -2 | 6
30 | CCN(CC)c1ncc(C#N)c(N)n1 | 3 | · | 0 | 3 | ·

No. | PAFAH1B2 FP inh | Fam108B counter | LYPLA1 counter | PAD4 FP inh
16 | 5 | 1 | -1 | 3
17 | 3 | 0 | -1 | -2
18 | -3 | -2 | -4 | -3
19 | 2 | -1 | -4 | -7
20 | 7 | 2 | 2 | -2
21 | -1 | -2 | 7 | 2
22 | 1 | -2 | 0 | -1
23 | 1 | 0 | -1 | -6
24 | 2 | 1 | -1 | 3
25 | 1 | 4 | -4 | -5
26 | -2 | 1 | 3 | -1
27 | · | 4 | 2 | 1
28 | 2 | 2 | -2 | 1
29 | -1 | 5 | 4 | -5
30 | · | 2 | 0 | -2

Reprinted, entries 18–19
No. | Compound | GSTO1 counter | PAFAH2 FP inh | pPAFAH FP inh | PME-1 inh | PAFAH1B3 inh
18 | O=C(Nc1cc(Cl)cc(Cl)c1)c1cnn2cccnc12 | -2 | -7 | 9 | -7 | 0
19 | Cc1cc(C)nc(NS(=O)(=O)c2ccc(NC(=O)c3ccc4c(c3)OCO4)cc2)n1 | 2 | 5 | 0 | -1 | 0

No. | PAFAH1B2 FP inh | Fam108B counter | LYPLA1 counter | PAD4 FP inh
18 | -3 | -2 | -4 | -3
19 | 2 | -1 | -4 | -7

Carrying on.
No. | Compound | GSTO1 counter | PAFAH2 FP inh | pPAFAH FP inh | PME-1 inh | PAFAH1B3 inh
31 | CCOC(=O)N1CCC(NC(=O)c2ccc3c(=O)n4c(nc3c2)CCCC4)CC1 | 6 | 0 | 4 | -1 | 3
32 | O=C(O)c1cccnc1SCc1cn2cc(Cl)ccc2n1 | 1 | -5 | -3 | 2 | 8
33 | Cc1ccc2oc(-c3cc(NC(=O)c4ncn[nH]4)ccc3O)nc2c1 | 3 | -21 | -8 | -40 | -15
34 | COc1ccc(CCNC(=O)COc2cc(=O)n(C)c3ccccc23)cc1OC | 4 | -1 | 2 | -9 | 5
35 | CCN(CC)c1ccc2cc(C#N)c(=O)oc2c1 | 3 | · | 1 | -6 | ·
36 | O=C(CSc1nnc(-c2ccccc2O)o1)Oc1ccc(Br)cc1 | 11 | 2 | -3 | 0 | 10
37 | O=c1[nH]c(Cc2ccccn2)nc2scc(-c3ccc(Cl)cc3)c12 | -1 | 1 | 3 | -2 | 4
38 | CC(=O)N1c2ccc(S(=O)(=O)N3CCC(C(=O)NCc4ccc(C)cc4)CC3)cc2CC1C (stereo not drawn) | 0 | 4 | -4 | -1 | 3
39 | CC(C)OCCCNC(=O)CCc1nc(-c2ccccc2)no1 | 6 | -1 | 4 | 0 | 4
40 | Cc1nn(Cc2ccc(Cl)cc2Cl)c(C)c1NC(=O)c1ccc(COc2cc(Cl)ccc2Cl)o1 | -9 | -1 | 0 | -12 | -7
41 | CCN(CC)C(=O)COc1cc(C)cc2oc(=O)cc(-c3ccccc3)c12 | 7 | -1 | 1 | 5 | 5
42 | O=C(O)CSCC(=O)N1CCN(S(=O)(=O)c2cc(Cl)cc(Cl)c2)CC1 | 5 | 7 | -3 | 1 | -4
43 | O=C(COc1ccc([N+](=O)[O-])cc1)Nc1ccc(N2CCN(C(=O)c3ccco3)CC2)cc1 | -5 | -4 | 5 | 1 | 9
44 | O=C(Nc1cc(-c2ccccc2)nn1-c1ccccc1)c1ccccc1F | -1 | 2 | 2 | 5 | 5
45 | COc1ccc(N(CC(=O)N/N=C/c2cc(Br)c(C)o2)S(=O)(=O)c2ccc(NC(C)=O)cc2)cc1 | -14 | -11 | -1 | -21 | -6

No. | PAFAH1B2 FP inh | Fam108B counter | LYPLA1 counter | PAD4 FP inh
31 | 3 | 0 | -2 | -7
32 | 4 | -4 | 0 | -10
33 | -14 | -36 | -9 | -3
34 | 0 | 2 | -2 | -2
35 | · | -1 | -1 | -7
36 | 12 | 1 | -5 | -1
37 | -1 | -1 | -1 | -4
38 | 0 | -3 | -4 | -6
39 | 2 | 1 | -7 | 2
40 | -3 | -6 | -7 | 2
41 | 1 | 1 | 2 | -2
42 | 2 | -1 | 3 | 0
43 | -1 | 1 | 0 | -2
44 | 4 | -4 | 2 | -2
45 | -7 | -19 | -22 | -2

Single records, from the list above. Order of screens: GSTO1 counter, PAFAH2 FP inh, pPAFAH FP inh, PME-1 inh, PAFAH1B3 inh, PAFAH1B2 FP inh, Fam108B counter, LYPLA1 counter, PAD4 FP inh
O=C(COc1ccc([N+](=O)[O-])cc1)Nc1ccc(N2CCN(C(=O)c3ccco3)CC2)cc1 reads -5, -4, 5, 1, 9, -1, 1, 0, -2
O=c1[nH]c(Cc2ccccn2)nc2scc(-c3ccc(Cl)cc3)c12 reads -1, 1, 3, -2, 4, -1, -1, -1, -4
O=C(CSc1nnc(-c2ccccc2O)o1)Oc1ccc(Br)cc1 reads 11, 2, -3, 0, 10, 12, 1, -5, -1
O=C(Nc1cc(Cl)cc(Cl)c1)c1cnn2cccnc12 reads -2, -7, 9, -7, 0, -3, -2, -4, -3

Additional results:
No. | Compound | GSTO1 counter | PAFAH2 FP inh | pPAFAH FP inh | PME-1 inh | PAFAH1B3 inh
46 | O=C(CSc1ncccn1)Nc1cccc2ccccc12 | -5 | 4 | 3 | -5 | -4
47 | O=C(COc1cc2oc(=O)c3c(c2cc1Cl)CCC3)Nc1cccnc1 | 10 | 6 | 0 | -2 | 6
48 | O=C(C1=C[C@H](c2ccc3c(c2)OCO3)C[C@H](OCc2ccc(CO)cc2)O1)N1CCN(Cc2ccc3c(c2)OCO3)CC1 | 5 | 7 | 5 | -6 | 2
49 | O=C(CCN1CCOCC1)Nc1ccccc1 | -6 | 4 | 4 | -6 | 5
50 | COc1ccc(CN2CCCC(C(=O)Nc3cccc(-n4cnnn4)c3)C2)c(C)c1C (stereo not drawn) | -8 | -13 | -4 | -4 | 6

No. | PAFAH1B2 FP inh | Fam108B counter | LYPLA1 counter | PAD4 FP inh
46 | 5 | 3 | -4 | 0
47 | 6 | 0 | -1 | -1
48 | 3 | 0 | 1 | -2
49 | -1 | 3 | 3 | -4
50 | 0 | 1 | -3 | -1

Values by screen from the entries so far:
pPAFAH FP inh, compounds 11–18 → 22, 3, 2, -5, 4, 0, -2, 9
PAFAH1B2 FP inh, compounds 11–18 → 5, 3, 2, -3, 2, 5, 3, -3
PAFAH1B3 inh, compounds 11–18 → 5, 4, 16, 6, 4, 5, 8, 0

Screens (PubChem BioAssay)
